Screens deposited in PubChem by several laboratories.
HIF-2a block – HIF-2a reporter inhibitors, primary screen, luminescence, 786-0 RCC cells | 786-0 RCC cells HIF-2a reporter, luciferase luminescence, overnight | inhibition, % at 18.8 µM | hit rate 0.72% among 360,000 | AID 624352, 2012;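 active = inhibition of the luminescence signal of 40% or more relative to plate controls, in a single-dose primary screen at 18.75 µM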
CaV13 ICDI inh – Primary screen for inhibitors of IQ motif and Ca2+-dependent inactivation inhibitor domain binding in CACNA1D, Förster resonance energy transfer in living cells, …; inhibition, % at 12.3 µM; hit rate 0.098% among 340,000; HEK cells, CFP/YFP FRET ICDI-IQ, plate reader, 10 min; percent FRET-ratio fall versus neutral wells;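 active = mean replicate inhibition of at least 30% and at least 1% of replicates passing that level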;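 note: 0% = median of the neutral control wells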
Vif inh – HIV Vif self-association inhibitors, primary screen, imaging, HEK293T, single point; hit rate 0.35% among 340,000; HEK293T cells, Vif self-association by quenched fluorescence, 24 h; inhibition, % at 7.49 µM; in the data active = inhibition above about 50%, passing the limit was not always enough; note: some results filed as inactive read as strong as hits
PDI inh – inhibitors of human PDI, primary screen, biochemical, turbidity, single point, plate reader; Protein disulfide-isomerase (Homo sapiens), P07237; PDI insulin aggregation turbidity, A650, 90 min; inhibition, % at 10 µM; hit rate 0.052% among 350,000; AID 588391, 2011;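 active = mean inhibition across replicates of 30% or more, whatever share of single replicates reach that level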;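 note: absorbance from insulin aggregation driven by PDI reduction with DTT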
Target sequence (P07237 whole entry, looked up): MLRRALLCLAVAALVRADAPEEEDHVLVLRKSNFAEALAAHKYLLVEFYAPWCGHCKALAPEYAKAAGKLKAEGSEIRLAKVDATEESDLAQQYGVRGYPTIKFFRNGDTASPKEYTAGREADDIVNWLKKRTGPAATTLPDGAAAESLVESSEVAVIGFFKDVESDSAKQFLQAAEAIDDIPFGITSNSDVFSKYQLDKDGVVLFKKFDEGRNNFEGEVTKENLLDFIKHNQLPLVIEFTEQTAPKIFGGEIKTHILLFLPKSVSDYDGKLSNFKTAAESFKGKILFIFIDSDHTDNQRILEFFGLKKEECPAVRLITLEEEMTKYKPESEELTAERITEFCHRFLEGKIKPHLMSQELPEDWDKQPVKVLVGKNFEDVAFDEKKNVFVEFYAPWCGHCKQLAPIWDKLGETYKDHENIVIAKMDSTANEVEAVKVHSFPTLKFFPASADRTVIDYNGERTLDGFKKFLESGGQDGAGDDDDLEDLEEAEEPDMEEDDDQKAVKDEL
NR2E3 ag-1 – NR2E3 agonists in two-hybrid cells, primary screen, cell-based, luminescence, CHO-S, Gal4-NCOR/VP16-NR2E3; Photoreceptor-specific nuclear receptor (Homo sapiens), Q9Y5X4; luciferase; inhibition of corepressor binding, % at 3.98 µM; hit rate 0.35% among 360,000; AID 602229, 2012;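 active = inhibition above the mean of all tested compounds plus 3 SD, cut at about 70% in these data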;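 note: 0% = DMSO with NR2E3 transfected cells and 100% = cells lacking NR2E3 construct; higher means lower luciferase signal from less NR2E3 corepressor binding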
Target sequence (Q9Y5X4 whole entry, looked up, the tested form may be a part): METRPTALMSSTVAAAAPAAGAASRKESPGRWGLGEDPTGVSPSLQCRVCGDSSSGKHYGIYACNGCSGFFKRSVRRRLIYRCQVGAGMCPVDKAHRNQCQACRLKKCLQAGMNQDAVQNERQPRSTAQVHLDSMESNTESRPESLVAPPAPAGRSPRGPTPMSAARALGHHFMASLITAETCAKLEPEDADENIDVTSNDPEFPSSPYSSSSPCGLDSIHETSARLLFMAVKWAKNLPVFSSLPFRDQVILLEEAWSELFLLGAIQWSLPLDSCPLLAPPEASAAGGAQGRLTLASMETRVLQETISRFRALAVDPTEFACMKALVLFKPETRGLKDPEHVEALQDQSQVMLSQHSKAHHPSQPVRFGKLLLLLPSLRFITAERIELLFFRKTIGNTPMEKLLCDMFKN
aDG glyco up – activators of alpha-DG glycosylation, primary screen, uHTS, Pro5-aDG cells, AlphaScreen; alpha-DG glycosylation AlphaScreen (IIH6); 0% Pro5, 100% B10-LARGE cell signal; hit rate 0.22% among 360,000; activation, % at 10 µM;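 active = activation of at least 8% versus controls, or a plate z-score of at least 8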;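 note: Pro5 are CHO cells carrying HIG-tagged alpha-DG that lacks glycosylation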
NR2E3 ag-2 – inhibitors of NR2E3-RetCOR corepressor binding, primary screen, NR2E3 agonist project, biochemical, TR-FRET, GST-NR2E3, biotin-RetCOR. inhibition of corepressor binding, % at 4.78 µM. hit rate 0.12% among 320,000. Photoreceptor-specific nuclear receptor (Homo sapiens), Q9Y5X4. 1536-well. AID 2300, 2010;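 active = percent inhibition above the cutoff of mean plus 3 SD of all tested compounds, set per screening campaign, cut at about 20% in these data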;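 note: 0% = DMSO wells and 100% = biotin wells as full block of FRET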
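Material: NR2E3–RetCOR corepressor complex | Quantity: 1.35 nM GST-tagged NR2E3 final | Schedule: 5 h at 4 °C | Replication: Singlicate compound wells | Reagent: RetCOR corepressor, biotinylated, 7 nM | Controls: Biotin wells as high control, 0.6% DMSO wells as low control | Signal: TR-FRET, Eu(K)-anti-GST donor, streptavidin-D2 acceptor, ex 340, em 617/671 nm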
Exocytosis inh – LAMP-1 surface exposure blockers, TALL-104 cells – cell-based, flow cytometry, MLPCN library, primary screen; AID 651702, 2012; hit rate 0.66% among 360,000; TALL-104 LAMP-1 surface exposure; cells stimulated with thapsigargin and PMA; inhibition, % at 10 µM;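 active = inhibition above about 55%, limit read from the data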
hiPSC survival – enhancers of single-cell hiPSC survival, primary screen, ATPlite luminescence. 100% = ROCK inhibitor wells, 0% = DMSO. hit rate 0.044% among 360,000. survival enhancement, % at 20 µM. AID 602274, 2012; in the data active = survival enhancement above about 18%;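 note: cells exposed to compounds for 16 hours before the ATP read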
TRPM1 prom inh – inhibitors of MITF-dependent TRPM1 promoter reporter, primary screen, cell-based, SK-MEL-5, single point, luciferase; SK-MEL-5 TRPM1 promoter luciferase, 24 h; inhibition, % at 12.5 µM; hit rate 0.83% among 330,000; AID 488899, 2010;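 active = mean inhibition across replicates of 60% or more, whatever share of single replicates reaches that level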; note: values of inactives mirror those of a sister screen read the other way
Peg3 promoter – Peg3 promoter-driven luciferase inhibitors, primary screen, cell-based, HeLa, luciferase luminescence | hit rate 1.7% among 360,000 | inhibition, % at 20 µM | HeLa PEG-Prom luciferase reporter, overnight;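 active = inhibition of at least 50% at 20 µM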
Numbers without * were called inactive; i = inactive; / = not tested or not shown.

SMILES	HIF-2a block	CaV13 ICDI inh	Vif inh	PDI inh	NR2E3 ag-1	aDG glyco up	NR2E3 ag-2	Exocytosis inh	hiPSC survival	TRPM1 prom inh	Peg3 promoter
CC(C)(C)n1nc(-c2ccc(F)cc2)c2c(N)ncnc21	43*	/	28	-4	6	0.0	3	-1	-5.3	-24	47
CC(=O)c1ccc(NC(=O)CSc2nnc(C3CC3)n2C)cc1	-7	-7	1	-8	-28	-0.1	-1	-5	-0.4	-7	6
COc1ccc2oc(-c3ccccc3[N+](=O)[O-])cc(=O)c2c1	-207	9	4	1	-104	0.5	0	0	0.4	-62	-113
O=C(O)c1ccc(N2N=C(c3ccccc3)CC2c2ccccc2)cc1 (configuration not stated)	6	115*	-8	11	22	-0.1	6	1	2.9	10	6
Nc1nc2ccccc2n1/N=C/c1ccc([N+](=O)[O-])s1	-44	-16	/	-6	15	4.3	-2	0	-1.5	66*	26
COc1cccc(NC(=O)CN2C(=O)NC3(CCCCCC3)C2=O)c1	7	-7	8	13	7	0.6	/	0	3.4	5	0
CC(NC(=O)CSC(=S)N1CCCC1)c1ccc(S(N)(=O)=O)cc1 (configuration not stated)	4	-6	-2	0	7	0.1	-1	25	0.5	-3	11
O=C(CSc1ccc(-c2cccs2)nn1)c1cccs1	-234	-5	-5	-5	-84	0.0	-47	1	0.4	-56	-248
CCOC(=O)CSc1nnc(-c2ccccc2NC(=O)c2ccccc2)o1	-12	-5	/	-4	10	0.2	0	11	-0.8	-3	7
CC(C)N1CCc2c(sc(NC(=O)c3ccc(S(=O)(=O)N4CCc5ccccc54)cc3)c2C(N)=O)C1	8	/	i	/	16	0.7	2	7	-2.7	3	98*
COC(=O)C1CCN(C(=O)Cc2ccc(C)cc2)CC1	-10	-4	-10	1	-23	-0.2	2	-2	-1.2	-4	-18
CCc1nc2ccc(C(=O)NCc3cccs3)cn2c1N(C)Cc1nccs1	11	-5	-8	4	9	-0.3	/	-3	-2.6	/	5
Cc1ccccc1NC(=S)NC1CC2CCC(C1)N2Cc1ccco1 (configuration not stated)	8	-5	0	0	-4	0.0	6	3	-4.2	1	16
CCOC(=O)/C(=C\c1ccccc1)C(=O)c1cc(C(C)=O)c(Nc2ccccc2)s1	95*	/	5	1	-3	-0.5	6	13	0.5	56	104*
CCO[C@@H]1OC(C(N)=O)=C[C@H](c2ccccc2)[C@H]1CCCO	5	/	-12	2	-22	-0.2	5	-1	4.1	0	3
Cn1nc(C(=O)NC(C)(C)C)c2ccccc21	0	-2	-1	-6	6	0.0	-1	-8	-1.3	-3	12
CC(C)(C)c1ccc(S(=O)(=O)N2CCCC2C(=O)NC2=NCCS2)cc1 (configuration not stated)	2	/	-1	-9	8	-0.1	1	-4	0.3	3	14
CCCC(=O)CN1C(=O)C2(OCCO2)c2ccccc21	12	/	-6	1	2	-0.1	0	-1	1.6	4	21
COc1ccc(CNc2ccccn2)c(O)c1	-1	-4	11	9	-49	0.0	/	-2	0.1	/	1
Cc1nn(-c2ccccc2)c2nc(Cl)c(C(=O)O)cc12	6	-2	-5	-8	-21	-0.1	0	-3	2.1	5	6
COc1ccccc1C(=O)NCCC(=O)N1CC(=O)Nc2ccccc21	1	/	-2	-29	-5	0.2	0	1	3.8	3	-8
COc1cccc(C2Nc3ccccc3C(=O)N2Cc2ccccc2)c1 (configuration not stated)	26	-4	4	-5	-10	0.1	6	2	0.3	-1	5
COCCNC(=O)C1(C)CCCN(C(=O)c2ccc(OC)c(OC)c2)C1 (configuration not stated)	8	-5	22	6	14	-0.3	/	-4	0.2	/	-1
CC(C)CCNC(=S)Nc1ccccc1F	-28	-5	-1	-23	-10	0.3	2	5	-0.9	-14	-8
O=C(COc1c(F)c(F)c(C(F)(F)F)c(F)c1F)Nc1ccc(N2CCOCC2)c(Cl)c1	2	-4	-5	-2	12	0.6	2	-1	0.3	14	13
O=C(CSc1nnc(C2CC2)n1Cc1ccccc1)c1cc2ccccc2o1	-19	-5	-7	1	-39	0.1	1	1	11	4	1
O=C(Nc1ccc(Br)c2cccnc12)c1ccc(Cn2cc(Cl)cn2)o1	6	-7	3	-8	-25	0.4	2	1	-0.3	-23	-1
O=C(NCC(c1ccco1)N1CCOCC1)C1CCCCC1 (configuration not stated)	12	-6	2	2	-23	-0.2	0	6	1.2	7	5
COc1ccc(OC)c(NC(=O)CCC(=O)Oc2ccc(C)cc2)c1	15	-3	-3	-4	-4	-0.1	1	0	3.0	1	-8
CC1CCC(NC(=O)c2cc(S(=O)(=O)N(C)C)ccc2N2CCCC2)CC1 (configuration not stated)	-40	-5	11	-1	5	-0.3	-3	-5	-0.2	-25	-41
c1ccc(CNc2cnccn2)cc1	4	-6	-7	0	-5	-0.1	1	2	6.0	-2	3
COc1cc(Cl)c(CNC[C@H]2O[C@@H](n3cnc(C(N)=O)n3)[C@H](O)[C@@H]2O)c(Cl)c1O	10	-5	-3	5	-35	0.2	/	-13	1.6	-14	-6
Cc1cccc(CCN(Cc2cc3cccc(C)c3[nH]c2=O)C(=O)N2CCOCC2)c1	5	/	-1	3	-11	0.3	-3	-4	-0.6	-2	15
Cc1cccc(OC(=O)Nc2ccc(C(=O)O)c(O)c2)c1	13	-7	0	-7	23	0.0	/	1	0.0	/	2
COc1ccc([N+](=O)[O-])cc1NC(=O)c1cncc(Br)c1	1	-3	-1	7	1	-0.1	1	-2	4.1	-4	-1
Cc1ccccc1CN(C)C1CCN(C)CC1	23	-1	-5	2	-4	-0.1	5	18	-0.5	-8	6
Cn1c(=O)c2c(ncn2CC(N)=O)n(C)c1=O	11	/	20	3	-10	0.0	1	-3	-2.4	-9	1
COc1cccc(C2C3=C(CCCC3=O)Nc3[nH]n(-c4ccccc4)c(=O)c32)c1 (configuration not stated)	27	-7	-3	-2	15	-0.6	0	-2	-0.1	-5	7
CC(=O)Nc1cc(C)nn1-c1nc2ccccc2s1	-127	-7	-4	-3	-5	-0.4	3	0	-0.5	11	-64
COc1ccc(NC(=O)COC(=O)CC2CC3CCC2C3)c([N+](=O)[O-])c1 (configuration not stated)	-2	-4	6	4	-2	-0.2	0	0	1.3	0	13
Cc1ccc(NC(=S)NNC(=O)CSc2nnc(-c3ccc(Cl)cc3)n2C2CCCCC2)cc1	12	-2	-7	17	-18	0.1	-3	2	-1.6	-1	12
CC(=O)Nc1ccc(S(=O)(=O)NCCC(=O)NCCOc2ccccc2)cc1	4	-2	12	3	-41	0.2	0	-2	-1.9	0	5
CC(c1ccco1)N(C(=O)c1ccc(C#N)cc1)c1ccccn1 (configuration not stated)	-13	-3	-11	-2	-1	0.1	0	-1	-2.7	10	-12
Cn1nnc(NC(=O)c2ccccc2F)n1	-16	-5	/	-2	0	-0.1	0	-3	2.8	4	4
C/C(=N\NC(=O)c1cc(-c2ccc(Br)s2)[nH]n1)c1ccncc1	-26	-3	-11	-3	-30	-0.1	-2	17	0.9	-21	-12
Cc1cc2cc(NC(=O)c3ccco3)ccc2[nH]1	-138	/	3	4	-3	0.2	0	2	4.4	-46	-200
CC[C@]12c3[nH]c4ccccc4c3CCN1C(=O)C(CC(=O)NC(C)(C)C)C[C@@H]2C(=O)N1CCN(C(=O)C2CC2)CC1 (some centres not stated)	-4	-3	/	1	-33	-0.2	/	-4	0.0	-1	-2
COc1ccc(C(CNC(=O)Cn2[nH]c(=O)c3ccccc3c2=O)N2CCCC2)cc1 (configuration not stated)	24	-3	-3	4	-3	-0.3	-1	0	-1.2	4	11

Among those listed so far, ten contain a halogen.
SMILES	HIF-2a block	CaV13 ICDI inh	Vif inh	PDI inh	NR2E3 ag-1	aDG glyco up	NR2E3 ag-2	Exocytosis inh	hiPSC survival	TRPM1 prom inh	Peg3 promoter
CC(C)(C)n1nc(-c2ccc(F)cc2)c2c(N)ncnc21	43*	/	28	-4	6	0.0	3	-1	-5.3	-24	47
Cc1nn(-c2ccccc2)c2nc(Cl)c(C(=O)O)cc12	6	-2	-5	-8	-21	-0.1	0	-3	2.1	5	6
CC(C)CCNC(=S)Nc1ccccc1F	-28	-5	-1	-23	-10	0.3	2	5	-0.9	-14	-8
O=C(COc1c(F)c(F)c(C(F)(F)F)c(F)c1F)Nc1ccc(N2CCOCC2)c(Cl)c1	2	-4	-5	-2	12	0.6	2	-1	0.3	14	13
O=C(Nc1ccc(Br)c2cccnc12)c1ccc(Cn2cc(Cl)cn2)o1	6	-7	3	-8	-25	0.4	2	1	-0.3	-23	-1
COc1cc(Cl)c(CNC[C@H]2O[C@@H](n3cnc(C(N)=O)n3)[C@H](O)[C@@H]2O)c(Cl)c1O	10	-5	-3	5	-35	0.2	/	-13	1.6	-14	-6
COc1ccc([N+](=O)[O-])cc1NC(=O)c1cncc(Br)c1	1	-3	-1	7	1	-0.1	1	-2	4.1	-4	-1
Cc1ccc(NC(=S)NNC(=O)CSc2nnc(-c3ccc(Cl)cc3)n2C2CCCCC2)cc1	12	-2	-7	17	-18	0.1	-3	2	-1.6	-1	12
Cn1nnc(NC(=O)c2ccccc2F)n1	-16	-5	/	-2	0	-0.1	0	-3	2.8	4	4
C/C(=N\NC(=O)c1cc(-c2ccc(Br)s2)[nH]n1)c1ccncc1	-26	-3	-11	-3	-30	-0.1	-2	17	0.9	-21	-12
